LMPTP block: blocks human LMPTP phosphatase; P24666; recombinant LMPTP-A, OMFP fluorogenic substrate, fluorescence intensity; inhibition, % at 20 µM; hit rate 0.22% among 360,000;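 active = compounds that cut the enzyme signal by at least half of the control window in the single-dose screen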;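 note: plate controls were DMSO wells with enzyme plus substrate for no effect and substrate without enzyme for full effect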
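Material: LMPTP-A; amount: 0.625 nM enzyme; doses: single 20 µM dose; times: reaction 50 min, room temperature, dark; technique: fluorescence intensity of OMFP turnover product; benchmarks: no-enzyme and uninhibited controls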
DNMT1 block: inhibitors of human DNMT1; P26358; DNMT1 molecular beacon, Hinp1I cleavage, fluorescence; inhibition (reported as % activation of signal), % at 10 µM; hit rate 0.83% among 360,000; in the data active = inhibition above about 50%
SUMO1-SIM PPI: modulators of human SUMO1-mediated protein-protein interactions | SUMO1 binding to a labelled peptide, TR-FRET, 1 h | P63165 | inhibition, % at 20 µM | hit rate 0.33% among 360,000; in the data active = inhibition above about 37%
Target sequence (P63165 whole entry, looked up): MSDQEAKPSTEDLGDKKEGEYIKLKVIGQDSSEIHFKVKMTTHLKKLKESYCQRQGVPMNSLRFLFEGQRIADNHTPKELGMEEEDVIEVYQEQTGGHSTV
NRP1-CendR mod: NRP-1/CendR interaction modulation; FAM-RPARPAR peptide binding to NRP-1, fluorescence polarization; AID 602438; inhibition, % at 25 µM; hit rate 0.85% among 360,000; O14786;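 active = inhibition or corrected inhibition above about 18%, plus a signal ratio from 0.5 to 1.5, limit read from the data, passing the limit was not always enough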; note: strong numbers were not always called active
Target sequence (O14786 whole entry, looked up): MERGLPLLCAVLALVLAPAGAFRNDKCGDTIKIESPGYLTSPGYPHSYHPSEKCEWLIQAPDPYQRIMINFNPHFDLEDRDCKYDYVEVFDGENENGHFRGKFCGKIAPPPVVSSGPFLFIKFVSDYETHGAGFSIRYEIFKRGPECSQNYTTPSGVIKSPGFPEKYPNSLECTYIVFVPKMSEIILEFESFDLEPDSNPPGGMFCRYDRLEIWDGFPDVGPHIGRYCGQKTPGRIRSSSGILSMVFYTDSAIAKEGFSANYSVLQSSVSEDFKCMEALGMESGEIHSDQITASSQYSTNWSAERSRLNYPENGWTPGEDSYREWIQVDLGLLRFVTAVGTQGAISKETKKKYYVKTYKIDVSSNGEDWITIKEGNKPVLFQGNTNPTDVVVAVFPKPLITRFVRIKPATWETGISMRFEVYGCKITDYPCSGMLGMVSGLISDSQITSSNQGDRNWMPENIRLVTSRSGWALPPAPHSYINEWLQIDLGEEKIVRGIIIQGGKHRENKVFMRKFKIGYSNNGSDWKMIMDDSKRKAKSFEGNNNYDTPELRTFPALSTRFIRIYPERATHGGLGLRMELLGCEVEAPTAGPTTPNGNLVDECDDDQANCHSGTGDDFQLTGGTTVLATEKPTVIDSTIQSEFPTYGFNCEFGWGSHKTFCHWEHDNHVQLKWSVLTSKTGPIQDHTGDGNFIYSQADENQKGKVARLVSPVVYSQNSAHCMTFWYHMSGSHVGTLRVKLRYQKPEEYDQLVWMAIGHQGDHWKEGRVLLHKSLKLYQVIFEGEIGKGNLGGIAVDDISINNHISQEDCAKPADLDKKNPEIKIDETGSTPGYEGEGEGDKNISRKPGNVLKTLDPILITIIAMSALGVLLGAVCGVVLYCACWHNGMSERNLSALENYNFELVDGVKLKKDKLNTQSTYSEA
TbMetRS inhib: Trypanosoma brucei MetRS inhibition; hit rate 0.4% among 360,000; AID 624268; inhibition, % at 11.9 µM; purified T. brucei MetRS, ATP depletion, Kinase-Glo luminescence;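 active = inhibition above a per-plate cutoff of the control wells' mean inhibition plus 3 SD, cut at about 5.5% in these data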;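 note: 0% = DMSO wells median and 100% = median of wells with control inhibitor compound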
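technique = Kinase-Glo luminescence, ATP depletion format | system = purified MetRS (methionyl-tRNA synthetase) enzyme from Trypanosoma brucei | timing = 15 min preincubation, 2 h reaction, all 25 °C | evaluation = percent inhibition versus plate control medians | dosing = single dose, 11.9 µM final nominal, 0.9% final DMSO | also added = substrates ATP, L-methionine and bulk Escherichia coli tRNA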
NadD inh: blocks S. aureus nicotinate mononucleotide adenylyltransferase | purified NadD enzyme, colorimetric absorbance read-out | inhibition, % at 20 µM | hit rate 0.78% among 360,000 | AID 602399; in the data active = inhibition above about 26%; note: some compounds past the cut are filed as inactive
STEP inh: inhibitors of human striatal-enriched phosphatase STEP; P54829; hit rate 0.25% among 360,000; AID 588621; recombinant STEP, OMFP fluorogenic substrate, fluorescence; inhibition, % at 20 µM;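 active = inhibition at 20 µM, scaled per plate between control wells, above about 37%, limit read from the data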;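 note: 0% = DMSO with enzyme and substrate and 100% = substrate only without enzyme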
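Assay system: isolated STEP enzyme. Buffer or medium: pH 6.0 Bis-Tris with DTT and Tween 20. Also added: fluorogenic phosphatase substrate OMFP at 25 µM final. Dosing: 20 µM, 1% DMSO. Timing: 20 min reaction, room temperature, in the dark. Measured by: fluorescence intensity, excitation 480 nm, emission 540 nm. Evaluation: normalized % inhibition.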
Neddyl block: cullin neddylation inhibition; TR-FRET cullin neddylation, biochemical; P61081+Q13564; hit rate 0.58% among 360,000; calls only at 25 µM; in the data active = inhibition above about 36%
Scp1 inh: blocks human Scp-1 phosphatase activity; Recombinant Scp1, phosphopeptide, malachite green phosphate absorbance; hit rate 0.88% among 340,000; inhibition, % at 20 µM;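 active = inhibition above about 50% at 20 µM, limit read from the data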;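 note: plate controls were DMSO wells with enzyme for no effect and wells lacking enzyme for full effect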
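Test system – truncated SCP-1 phosphatase (76-261aa) · Reagent – Phosphorylated 17-residue peptide substrate · Incubation – 45 min room-temperature reaction, 5 min colour, 30 min stabiliser · Detection – colorimetric phosphate reagent with accelerator and stabiliser, absorbance at 630 nm · Measure – % inhibition at 20 µM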
SKN-1 inh: blocks SKN-1 activity in C. elegans | inhibition, % at 21.8 µM | C. elegans VP596 Pgst-4::GFP/RFP ratio, acrylamide-induced, 24 h | hit rate 0.49% among 360,000;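 active = interference check ratio from 0.5 to 1.5 plus GFP to RFP signal ratio inhibition reaching or exceeding a fixed threshold, cut at about 30% in these data, passing the limit was not always enough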; note: some compounds called inactive have numbers as strong as hits
Numbers without * were called inactive; i = inactive; x = not tested or not shown; + = active, no number; & = joins results of further samples.

Second line of a record: DNMT1 block, Scp1 inh, STEP inh, LMPTP block, TbMetRS inhib, NRP1-CendR mod, NadD inh, SKN-1 inh, SUMO1-SIM PPI, Neddyl block
- O=C(NCC(c1cccs1)N1CCOCC1)c1cc(Cl)ccc1[N+](=O)[O-] (centres undefined)
    -2, -3, -2, 0.7, -0.5, 1, -3, -13, -26, i
- COc1ccccc1C(=O)NCCC(=O)N1CCCCCCC1
    -1, -7, 0, -7.6, -0.5, 9, -5, -5, -20, i
- O=C(CCNS(=O)(=O)c1ccc(Cl)cc1)N1CCCC1
    1, -4, 0, -1.0, -1.3, 3, -1, -3, 0, i
- COc1cc2oc(=O)cc(-c3cccc(-c4ccc(C(F)(F)F)cc4)c3)c2c(OC)c1OC
    -1, 1, 2, 2.4, -0.8, -2, 0, -3, 2, i
- O=C1c2oc3ccc(F)cc3c(=O)c2C(c2cccc(O)c2)N1CCCN1CCOCC1 (centres undefined)
    10, 15, -4, -0.2, -1.4, -6, 2, -1, 6, i
- C=CCc1ccc(OCCOCCNCCCC)c(OC)c1
    1, -3, 2, -0.8, -0.4, -3, -2, 0, 9, i
- CCOc1cccc(CN2CCC(n3nccc3NC(=O)C3CCCC3)CC2)c1
    0, -2, -2, 0.9, -0.6, 19, -4, 11, -7, i
- C=CCN(CC=C)S(=O)(=O)c1ccc(NC(=S)NC(=O)/C=C/c2cccc3ccccc23)cc1
    -3, -8, 4, 1.5, -1.1, -15, 31*, 0, -3, i
- O=C(COC(=O)c1ccco1)c1ccc2ccccc2c1
    -4, -11, -4, 2.3, 0.0, 10, -6, 15, -16, i
- Cc1noc(NS(=O)(=O)c2ccc(N3Cc4ccccc4C3=O)cc2)c1C
    16, -9, 0, -1.8, -0.1, 1, -6, 2, 12, i
- Cc1ccc(CN2CCN(Cc3ccc(-n4cccn4)cc3C)CC2CCO)cc1 (centres undefined)
    8, -3, -1, -0.5, 0.4, 3, 4, 13, 0, i
- COc1ccccc1NC(=O)CSc1nncs1
    0, 3, -1, -1.3, -0.2, 10, 0, 6, 3, i
- CCc1ccc(/C=C2/C(=O)N(c3ccccc3)C(=S)N2CC(=O)OC)s1
    23, -13, 0, 1.4, 2.9, -27, -4, 1, 0, i
- CCOC(=O)c1c(C)[nH]c(C(=O)COC(=O)CCNS(=O)(=O)c2ccc(NC(C)=O)cc2)c1C
    -1, -6, -3, 0.4, 0.0, -10, -2, 0, 7, i
- CSc1ncccc1C(=O)OCC(=O)NC1CC1
    0, 0, 3, -1.8, -0.3, 2, 2, 5, 0, i
- Cc1ccc(N(Cc2ccccc2F)S(C)(=O)=O)cc1C
    3, -11, -2, -0.3, 0.5, 4, -4, 3, -3, i
- N/C(=N\OC(=O)/C=C/c1ccccc1Cl)c1ccccn1
    2, -7, -2, 0.0, -0.3, 3, 2, 18, -6, i
- O=C(c1ccc([N+](=O)[O-])cc1)n1nc(-c2ccccc2)nc1NCc1ccccc1
    1, -11, -3, -2.4, -0.1, -3, -7, 19, -23, i
- COc1ccccc1N=Cc1nc(-c2ccccc2)oc1OC(C)=O
    3, -9, -2, -0.7, -1.0, 2, -5, -7, -1, i
- COC(=O)Cc1csc(N)n1
    -3&3, -3&0, -1&-2, -2.2&-0.3, -2.4&-0.9, 3&1, -5&-3, -17&-18, 3&0, i
- O=C1C(Nc2ccccc2)=CC(c2ccc(O)cc2)N1c1ccccc1 (centres undefined)
    -1, -2, -3, 0.9, -0.6, 3, -2, -7, 2, i
- CCCCNC(=O)COC(=O)c1c2c(nc3ccccc13)CCC2
    44, 62*, 8, 4.4, 0.0, -17, 27, 7, 2, i
- COc1cc(-c2cc(C(=O)Nc3ccc(S(=O)(=O)Nc4ncccn4)cc3)c3ccccc3n2)cc(OC)c1OC
    -3, 2, 1, 1.9, -0.8, -6, 16, -2, -8, i
- N#Cc1cccnc1N1CCN(C(c2ccnc3ccccc23)c2nnnn2-c2ccc3c(c2)OCCO3)CC1 (centres undefined)
    x, x, x, 1.7, -0.5, 2, 11, 7, -5, i
- COC(=O)c1ccccc1S(=O)(=O)N1CCC(NC(=O)c2ccccc2)CC1
    11, -7, 0, -1.5, -1.3, -3, -8, 10, 0, i
- CC(O)CNc1nc2sc3c(c2c(=O)n1CCc1ccccc1)CCCCC3 (centres undefined)
    -18, -7, 0, 3.2, -0.9, 4, 1, 3, 10, i
- O=[N+]([O-])c1ccc(S(=O)(=O)c2cccc(C(F)(F)F)c2)nc1
    1, -1, 0, -1.6, -0.2, -3, 4, 12, -27, i
- CC(CCc1ccccc1)NC(=O)C1CCN(S(=O)(=O)c2cnc[nH]2)CC1 (centres undefined)
    -3, -4, -3, -0.6, -0.3, -6, 6, -22, -3, i
- COc1ccc(-c2cc3nc(NCCN4CCCC4)n(C)c(=O)c3s2)cc1OC
    -5, x, 2, -1.8, -0.1, -1, -3, -8, -30, +
- CN(CC(=O)Nc1ccc(Cl)cc1)CC(=O)N1CCc2ccccc21
    2, x, 1, 0.6, -0.1, -13, 1, 0, 1, i
- Cc1ccc(CN2CCN(Cc3cnn(-c4ccc(F)cc4)c3)CC2CCO)o1 (centres undefined)
    1, -7, 0, -1.0, -0.8, 7, 2, -9, 2, i
- COC(=O)c1[nH]c2c(c1C)C(=O)CCC2
    0, 0, -14, -0.2, 0.1, -8, -3, -5, 0, i
- CCOC(=O)c1c(-c2cccc([N+](=O)[O-])c2)cn2ccccc12
    0, -10, -1, 0.8, -1.2, -9, -8, -1, -4, i
- O=C(NCc1ccccc1)c1ccc(NC(=O)c2ccccc2F)cc1
    3, -4, -2, 0.4, 0.0, 6, -2, 6, -1, i
- CCc1nc2ccc(C(=O)N3CCN(C(=O)c4ccco4)CC3)cn2c1N(C)Cc1ccc(OC)cc1
    -3, x, 1, 0.9, -0.4, 10, 6, -9, -2, i
- CC1CCN(Cc2csc(N)n2)CC1
    -2, 3, 2, 0.0, -1.1, -10, -3, -7, -2, i
- COc1cccc(N2CCN(S(=O)(=O)c3ccc4c(c3)NC(=O)C(C)C(=O)N4)CC2)c1 (centres undefined)
    0, -1, -1, -1.6, -0.5, 8, 1, -2, 7, i
- O=C(NCc1ccccc1)c1ccc(CS(=O)Cc2ccc(Cl)cc2)o1 (centres undefined)
    -1, 5, 0, -0.6, 0.0, 1, -7, -17, 2, i
- COc1ccc2c(c1)c(=O)c(Br)c(C)n2Cc1ccccc1
    -2, 11, 4, 3.7, 0.0, 7, 4, -1, 5, i
- COc1ccc(OCC(=O)Nc2ccccc2O)cc1
    -4, -8, -1, -0.4, -0.6, -18, -4, -20, -1, i
- Oc1c(C(c2cccs2)N2CCN(c3ccccc3)CC2)sc2ncnn12 (centres undefined)
    0, -5, -2, -1.3, 0.1, -5, 0, -2, -5, i
- O=S(=O)(c1ccccc1)c1cnn(-c2ccccc2)c1-c1ccc(Cl)cc1
    -6, -25, 1, 2.3, -0.1, 7, 2, 1, 1, i
- COc1ccc(S(=O)(=O)N2CCOCC2)cc1NC(=O)CN1CCCC1
    1, -8, -2, -2.4, -0.7, -6, -9, 2, -1, i
- O=C(COC(=O)c1cccc(S(=O)(=O)N2CCN(c3ccccc3)CC2)c1)NCC1CCCO1 (centres undefined)
    -1, 11, 1, 1.0, 0.1, -9, -3, -6, 9, i
- O=C(Nc1ccccc1)C(=O)Nc1ccc2c(c1)N(C(=O)C1CC1)CCC2
    1, 1, 0, -0.2, -0.9, 0, -2, 6, 9, i
- Cc1ccc(C2CC(c3ccccc3C)n3nc(N)nc3N2)cc1 (centres undefined)
    1, 0, -2, -1.5, -0.5, -6, -5, -5, 2, i
- CCCC(=O)Nc1ccc(C(=O)Nc2cc(C(F)(F)F)ccc2Cl)cc1
    2, -6, 0, -1.4, 0.5, 5, -2, 14, 10, i
- Cc1ccc(C(=O)O)cc1NC(=S)NC(=O)c1ccc([N+](=O)[O-])cc1Cl
    3, -3, 1, -1.7, 1.0, 9, -3, 5, -19, i
- CC(C)(C)c1ccc(S(=O)(=O)NC(=O)C2(C)CCN2C(=O)c2cccc3ccccc23)cc1 (centres undefined)
    1, x, 1, -2.9, 0.5, 3, 2, 14, 6, i
- CC1=C(C(=O)Nc2cccnc2)C(c2cccnc2)n2nc(-c3cccs3)nc2N1 (centres undefined)
    -2, 10, 2, 0.2, -0.5, 3, -2, -11, 2, i
- Cn1c(=O)c2[nH]c(NN=Cc3ccccc3)nc2n(C)c1=O
    4, -5, -1, 0.5, -0.2, 14, -3, 13, -10, i
- COCCn1c(C)nnc1SCC(=O)Nc1ccccc1[N+](=O)[O-]
    2, 1, -1, -1.8, -0.6, 6, -4, 15, -14, i
- Cc1oc2ccc(O)cc2c1C(=O)c1ccc([N+](=O)[O-])cc1
    -3, -7, -1, 1.7, -0.5, 12, -4, 15, -36, i
- COc1ccc(-n2cc(CNCCc3nc(C)cc(C)n3)c(-c3ccccc3Cl)n2)cc1
    -6, 3, 13, 1.9, 0.2, 1, -4, 4, 0, i
- O=C(CSc1nnc(SCc2ccccc2)s1)N/N=C/C=C\c1ccco1
    88*, 82*, 3, 28, -0.4, -23, 27, 8, 13, i
- CC(C)(C)[C@@H]1C=C(C(N)=O)O[C@H](OCCCCO)C1
    -1, -3, 0, -1.0, -0.3, -3, -1, -5, -3, i
- Cn1nccc1C(=O)Nc1ccc2c(c1)OCO2
    -7, -6, 5, 0.0, -0.3, 6, 3, -11, -1, i
- Cc1ccc(NC(=O)CN(C)C(=O)CSc2nnnn2C)cc1
    1, 3, 2, -1.7, -0.5, -9, -8, -14, -3, i
- CCOC(=O)c1c(C)nc2c(c1-c1ccc(OC)cc1)C(=O)CC(C)(C)C2
    3, -2, 1, -1.6, -0.8, -4, 4, -5, 1, i
- Cc1ccc(Cl)c(OCC(=O)OC(C)C(=O)NC2CC2)c1 (centres undefined)
    1, -1, -1, -1.0, -0.3, 8, 2, 9, -1, i

NadD inh, entries above that show a hit.
canonical_smiles | DNMT1 block | Scp1 inh | LMPTP block | TbMetRS inhib | NRP1-CendR mod | NadD inh | SKN-1 inh | SUMO1-SIM PPI | Neddyl block
C=CCN(CC=C)S(=O)(=O)c1ccc(NC(=S)NC(=O)/C=C/c2cccc3ccccc23)cc1 | -3 | -8 | 1.5 | -1.1 | -15 | 31* | 0 | -3 | i

Going on with the list.
Second line of a record: DNMT1 block, Scp1 inh, STEP inh, LMPTP block, TbMetRS inhib, NRP1-CendR mod, NadD inh, SKN-1 inh, SUMO1-SIM PPI, Neddyl block
- CSc1nc2nc3c(c(=O)n2[nH]1)CCC3
    0, -2, -2, -2.6, -0.3, 8, -1, -14, -2, i
- COc1cccc(C(=O)/C=C/Nc2ccc(S(=O)(=O)Nc3nc(C)cc(C)n3)cc2)c1
    -3, -8, 2, -0.7, 0.1, -18, 10, 1, 0, i
- CN(C(=O)CSc1nc2[nH]ncc2c(=O)[nH]1)c1ccccc1
    5, -1, -2, 0.0, -0.7, -3, -2, 14, 5, i
- CC(C)(C)c1ccc(OCCN2CCCC2)cc1
    4, -6, -1, -4.3, -1.0, 3, 3, -2, -5, i

Screening results (PubChem)
